# Screens from PubChem BioAssay.
# PKA-R2B act: activators of PKA-R2B holoenzyme, primary screen, biochemical, fluorescence polarization, Cy5-IP20, human | PKA-R2B holoenzyme dissociation; R2B truncated from residue 108, S112A mutant; 0% DMSO only, 100% 113 µM cGMP | AID 504700, 2011 | activation, % at 11.4 µM | 340,000 compounds, 0.079% hits;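 active = activation above a cutoff set at the mean over all compounds plus 3 SD, cut at about 18% in these data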;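 also: higher means more holoenzyme dissociation and a rise in polarization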
# dFosB act: activators of delta FosB homodimer, primary screen, biochemical, fluorescence polarization, TAMRA-CDK5 oligo, single point; Protein FosB (Mus musculus), P13346; purified delta FosB; percent of positive-control signal above neutral wells; activation, % at 25 µM; 340,000 compounds, 0.99% hits; AID 493131, 2011;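 active = mean activation above about 17%, with every replicate also reaching it, limit read from the data, passing the limit was not always enough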;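 also: fluorescence polarization rise as delta FosB binds a TAMRA Cdk5 AP-1 oligo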
# Target sequence (P13346 whole entry, looked up): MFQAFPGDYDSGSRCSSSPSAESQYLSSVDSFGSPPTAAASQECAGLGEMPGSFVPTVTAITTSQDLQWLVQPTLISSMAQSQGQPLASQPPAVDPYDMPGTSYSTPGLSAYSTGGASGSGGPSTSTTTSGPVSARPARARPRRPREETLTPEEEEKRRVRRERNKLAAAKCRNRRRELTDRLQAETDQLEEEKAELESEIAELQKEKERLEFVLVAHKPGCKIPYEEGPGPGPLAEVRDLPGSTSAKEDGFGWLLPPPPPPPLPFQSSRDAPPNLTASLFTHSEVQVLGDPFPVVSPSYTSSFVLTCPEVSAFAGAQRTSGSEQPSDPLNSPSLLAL
# SR-BI uptake up: activators of SR-BI mediated DiI-HDL uptake, primary screen, ldlA[mSR-BI] CHO cells, DiI fluorescence | 3 h; 100 = double the neutral-control signal | activation, % at 12.5 µM | 320,000 compounds, 0.096% hits | AID 504775, 2011;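 active = mean replicate activation of at least 60% and every replicate at or above 60%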;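 also: 0% = median plate neutral-control signal and 100% = twice that signal; values of inactives mirror those of a sister screen read the other way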
#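 System: LDL receptor-deficient CHO ldlA cells overexpressing murine SR-BI | Timing: 3 h uptake period with compound, 37 °C | Medium: HEPES-buffered (25 mM, pH 7.4) F12 plus 0.5% BSA | Dosing: Single-point compound dose | Signal: Bottom-read fluorescence, 550/595 nm | Read-out: Retained DiI signal reflecting DiI-HDL uptake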
# Arrestin-AP2 inh: inhibitors of beta-arrestin/AP2 binding, primary screen, biochemical, GPCR trafficking, flow cytometry. inhibition, % at 10 µM. 340,000 compounds, 0.31% hits. AID 504490, 2011. FITC-arrestin peptide / GST-AP2 beads; AP2 beta2 appendage carries R879A mutation. beta-arrestin 1 C-terminal peptide binding to AP2 beta2-adaptin appendage (human);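 active = inhibition above a set limit, near 3 SD of compounds lacking own fluorescence, cut at about 54% in these data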;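 also: plate controls were DMSO wells for no effect and 5 µM unlabelled arrestin peptide for full effect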
#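 Material – AP2 appendage R879A on GSH beads · Buffer or medium – PBS with 0.05% Tween 20 and 0.1% BSA · Probe or stimulus – fluorescein-tagged arrestin peptide at 50 nM final · Incubation – compound with beads 12 min RT, then probe 1 h RT · Detection – high-throughput flow cytometry of beads, ex 488, em 535 nm · Evaluation – percent response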
# SR-BI HDL uptake: inhibitors of SR-BI mediated HDL lipid uptake, primary screen, ldlA[mSR-BI] cells, fluorescence, single point | Scavenger receptor class B member 1 (Mus musculus), Q61009 | inhibition, % at 12.5 µM | 320,000 compounds, 0.96% hits | ldlA[mSR-BI] CHO cells, DiI-HDL uptake fluorescence, 3 h;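 active = mean replicate inhibition of at least 70% and a set share of replicates each scoring 70 or more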;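 also: 0% = median of neutral control wells and 100% = median of positive control wells; values of inactives mirror those of a sister screen read the other way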
# DSG3 Ab inh: inhibitors of pemphigus antibody binding to DSG3, primary screen, biochemical, bead-based, flow cytometry, scFv-GFP | Desmoglein-3 (Homo sapiens), P32926 | DSG3-coupled beads, scFv-anti-DSG3-GFP binding; active compounds read low | binding (percent of control), % at 10 µM | 310,000 compounds, 0.48% hits | AID 588358, 2011;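 active = binding more than 3 SD below its plate's average and above zero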;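 also: hits lower antibody fragment binding to DSG3; some compounds called inactive have numbers as strong as hits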
# NSD2 HMT inh: NSD2 histone methyltransferase inhibitors, primary screen, biochemical, AlphaScreen, single concentration, set 2 | Histone-lysine N-methyltransferase NSD2 (Homo sapiens), O96028 | NSD2 peptide methylation, 120 min | inhibition, % at 12.5 µM | 310,000 compounds, 0.54% hits | AID 743445, 2014; in the data active = inhibition above about 50%
# PKA-R1A activ: activators of PKA-R1A holoenzyme, primary screen, biochemical, fluorescence polarization, Cy5-IP20, bovine R1A, mouse PKAc | cAMP-dependent protein kinase type I-alpha regulatory subunit (Bos taurus) + … | 340,000 compounds, 0.083% hits | activation, % at 11.4 µM | PKA-R1A dissociation; scaled: DMSO 0%, 113 µM cGMP 100%;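 active = percent activation above the mean of all tested compounds plus 3 SD, cut at about 19% in these data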;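 also: higher means more PKAc released from R1A so a rise in polarization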
# SUMO Mot1 rescue: yeast Mot1-301 growth rescue at high temperature, primary screen, SUMOylation pathway inhibitor project, S. cerevisiae, ATP luminescence, 38.5C. S. cerevisiae Mot1-301 growth rescue; percent above DMSO median, 100 means doubled. growth rescue, % at 18.8 µM. 320,000 compounds, 1% hits. AID 2716, 2010;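 active = every valid replicate shows activation above 250% relative to neutral control wells; inactive = the rest, any valid replicate at or below 250%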;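 also: OY570 slx delta 5 strain wells were the positive control but not used for scaling; some compounds called inactive have numbers as strong as hits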
# CDK5 inh: inhibitors of human CDK5/p35 kinase, primary screen, biochemical, single concentration; Cyclin-dependent kinase 5 (Homo sapiens) + Cyclin-dependent kinase 5 activator 1 (Homo …; Recombinant CDK5/p35, ADP-Glo luminescence, 60 min; inhibition, % at 10 µM; 330,000 compounds, 0.01% hits;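 active = highest replicate inhibition of at least 50% and at least 75% of replicates reaching 50%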;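 also: plate controls were DMSO neutral control for no effect and GW8510 at 10 µM for full effect; many of its hits are not listed in these tables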
# Target sequence (Q00535 whole entry, looked up): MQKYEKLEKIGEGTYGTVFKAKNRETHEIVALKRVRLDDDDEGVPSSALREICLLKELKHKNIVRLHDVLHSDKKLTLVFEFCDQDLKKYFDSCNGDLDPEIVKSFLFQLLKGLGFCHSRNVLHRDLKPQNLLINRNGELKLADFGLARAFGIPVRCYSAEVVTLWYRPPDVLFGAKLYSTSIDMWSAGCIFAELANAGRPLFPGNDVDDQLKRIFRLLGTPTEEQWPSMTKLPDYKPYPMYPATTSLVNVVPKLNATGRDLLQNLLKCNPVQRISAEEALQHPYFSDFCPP
# Target sequence (Q15078 whole entry, looked up): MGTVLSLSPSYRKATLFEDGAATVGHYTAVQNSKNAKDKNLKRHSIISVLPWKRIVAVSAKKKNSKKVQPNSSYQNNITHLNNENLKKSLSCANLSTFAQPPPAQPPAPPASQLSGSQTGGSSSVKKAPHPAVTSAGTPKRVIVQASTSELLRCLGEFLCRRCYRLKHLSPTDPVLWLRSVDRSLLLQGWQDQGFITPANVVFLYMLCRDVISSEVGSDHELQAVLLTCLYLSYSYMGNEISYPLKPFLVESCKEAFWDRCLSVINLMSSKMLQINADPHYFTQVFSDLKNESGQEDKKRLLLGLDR
# MITF act: activators of MITF-driven TRPM1 promoter reporter, primary screen, cell-based, SK-MEL-5, luciferase, single point. activation, % at 12.5 µM. AID 588334, 2011. 300,000 compounds, 0.75% hits. SK-MEL-5 TRPM1-promoter luciferase, 24 h; % of positive control, neutral wells = 0;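 active = mean activation of at least 80% with every replicate also reaching 80%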;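 also: 0% = neutral control wells and 100% = parthenolide positive control wells; values of inactives mirror those of a sister screen read the other way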
# * = called active by the depositor; · = no result given.
SUMO Mot1 rescue,CDK5 inh,MITF act,PKA-R2B act,dFosB act,PKA-R1A activ,NSD2 HMT inh,SR-BI HDL uptake,Arrestin-AP2 inh,DSG3 Ab inh,molecule,SR-BI uptake up
-0.5,-0.5,-7.1,11.4,-1.7,5.7,-4.1,2.8,-4.8,99.9,C/C(=N\NC(=O)c1nnn(-c2nonc2N)c1C(C)C)c1ccncc1,-2.8
-0.6,-0.7,-11.9,-1.4,15.4,-1.8,-1.3,23.4,-2.4,103.4,CCOC(=O)c1[nH]c2ccc(F)cc2c1NC(=O)Nc1ccccc1OC,-23.4
330.7,1.0,11.5,-3.1,-9.0,3.9,11.3,-1.0,4.4,·,O=C(NCCCN1CCOCC1)c1cc(-c2ccc(Cl)c(Cl)c2)on1,1.0
-13.4,-1.8,-2.2,7.5,-2.7,3.9,·,-3.2,8.7,93.5,CC(C)Oc1ccc(C(=O)Nc2cc(=O)n(C)c(=O)n2C)cc1,3.2
-18.5,-1.2,-17.6,-5.5,-6.1,-2.3,-1.1,-26.3,-2.0,102.5,CS(=O)(=O)c1ccccc1C(=O)NC1CCCc2ccccc21 (stereo not drawn),26.3
4.2,-0.4,0.7,0.5,2.0,-7.2,0.4,-8.6,7.5,95.9,O=[N+]([O-])c1cc(Cl)ccc1N1CCCC1,8.5
-5.5,-0.3,13.3,1.6,-1.5,-19.6,2.4,-14.8,·,105.4,CC(C)(C)C1CCc2c(C(=O)NNC(=O)CCC(=O)O)csc2C1 (stereo not drawn),14.8
4.7,-0.8,·,-3.3,-3.6,-4.2,-2.5,5.1,6.7,95.4,Cc1ccc(NC(=O)C2CC=CCC2C(=O)N2CCCCC2)cc1 (stereo not drawn),-5.1
4.6,1.4,-1.6,-15.2,-7.8,-16.9,-0.6,-30.8,0.7,107.1,CC(C)(C)NS(=O)(=O)c1ccc(NC(=O)NC2CCCCC2)cc1,30.8
·,-1.0,-13.6,-3.4,-4.6,2.5,0.1,-8.4,4.7,109.6,CNc1oc(-c2cccs2)nc1S(=O)(=O)c1ccccc1,8.4
-8.6,-1.1,-15.6,-6.4,5.2,-3.2,12.4,-5.3,5.0,88.2,COc1ccc(N2C(=O)CC(N3CCN(C(=O)c4ccco4)CC3)C2=O)cc1 (stereo not drawn),5.3
4.0,6.8,-8.9,0.4,-12.1,2.7,·,64.0,18.4,98.6,COc1cc(C2c3c(-c4ccccc4)n[nH]c3C(=O)N2c2ccccc2)ccc1O (stereo not drawn),-64.0
1.9,-1.9,-2.7,-18.1,-10.2,-10.5,-2.5,16.8,27.1,95.4,CCC1CCCCN1C(=O)CSc1nnc(CNC(=O)COc2ccc(Cl)cc2)o1 (stereo not drawn),-16.8
-20.3,0.1,-14.3,-8.5,-4.6,-7.5,-0.3,1.4,-3.9,106.2,O=C(COC(=O)c1nc(Cl)ccc1Cl)NCCc1ccccc1,-1.4
100.6,2.0,·,-0.4,-2.2,-1.0,-2.2,1.5,23.8,·,CC1=C(C)/C(=N/OC(=O)c2cccc([N+](=O)[O-])c2)C=CC1=O,-1.5
23.2,1.0,-8.8,-6.3,-4.7,0.1,-0.2,-16.8,1.2,91.8,CC(C)CCC(CC(C)O)c1n[nH]c(=S)n1-c1ccccc1 (stereo not drawn),16.8
38.3,0.9,91.3*,-3.0,-0.4,-4.0,-0.8,-19.6,-20.9,·,CCS(=O)(=O)N1Cc2ccccc2CC1C(=O)NCc1cccc(OC)c1 (stereo not drawn),19.6
108.7,1.8,7.3,-0.3,-0.5,2.3,-1.2,-21.2,15.4,100.4,Cc1ccc2c(c1)cc1c(=O)n(CC(=O)N(C)c3ccccc3)nc(C)n12,21.2
-6.7,-0.1,11.2,5.8,4.9,3.3,·,-32.3,-5.8,102.4,Cc1ccc(/C=N/Nc2ccc3c(C(F)(F)F)cc(C(F)(F)F)nc3n2)cc1,32.3
-2.9,0.2,-3.9,1.1,-0.8,-0.8,0.3,-33.2,23.7,105.6,CCCNC(=O)c1c(C)cc(=O)oc1C,33.2
49.9,0.3,-5.7,6.5,-8.8,-3.2,4.0,3.0,3.1,·,CC(=O)c1ccc(NS(=O)(=O)c2ccc3c(c2)N(C)CCO3)cc1,-3.0
-8.7,-1.5,·,-13.2,-3.4,-0.6,·,13.1,0.4,·,Cn1nc(C(F)(F)F)c(C(=O)Nc2ccc(F)cc2F)c1Sc1cccc(C(F)(F)F)c1,-13.0
25.7,1.0,11.0,-14.0,5.8,-5.2,-1.8,-23.2,-8.9,117.3,O=C(Nc1ccc(OC(F)(F)F)cc1)C1=NCCN1,23.3
7.3,-0.3,7.0,1.6,-8.8,4.7,7.4,5.0,1.2,110.0,COc1cccc(CNc2nc3ccccc3n2CCN2CCCCC2)c1,-5.0
1.8,-1.4,10.6,3.2,0.5,3.4,10.2,67.3,30.5,114.8,CCNC(=O)N1c2ccc(OCC)cc2C(C)=CC1(C)C,-67.3
-5.4,-3.9,9.4,-2.2,-1.9,-12.1,23.1,-17.0,-14.3,88.8,CNCC(O)CN1CCN(c2ccccc2OC)CC1 (stereo not drawn),17.0
-7.8,-6.9,-3.6,4.2,-6.0,2.0,0.6,-1.2,5.8,104.4,O=[N+]([O-])c1ccc(N2CCOCC2)cc1NCCCO,1.2
182.6,1.0,·,-4.9,1.9,2.9,·,-6.4,1.9,103.5,Cn1ncc2nc[nH]c(=O)c21,6.4
102.3,-1.2,40.5,-12.5,3.6,-5.1,34.8,·,-0.2,139.5,O=[N+]([O-])c1cc(Cl)ccc1NCCc1ccccn1,·
13.3,-0.9,-3.6,-5.3,-1.6,3.5,-1.9,-1.6,-1.6,103.1,O=C(COC(=O)CNC(=O)c1ccc(Cl)cc1)Nc1ccc(Cl)cn1,1.6
2.9,2.3,-6.3,-15.1,-5.2,-2.5,-0.7,26.1,5.5,103.0,O=c1c(-c2ccccc2)c(O)nc2ccccn12,-26.1
·,-0.1,-5.2,·,-9.0,·,-0.6,0.7,-9.7,109.3,C=C(C)c1cccc(C(C)(C)NC(=O)N(C)C2CCN(C)CC2)c1,-0.7
4.4,-1.2,-1.1,-14.8,-2.5,-0.9,-0.1,5.3,-4.6,99.8,O=C1CC(c2cccs2)CC(O)=C1C=NCCN1CCNCC1 (stereo not drawn),-5.3
-9.6,2.1,17.6,-3.5,-0.9,-2.2,6.4,12.2,15.1,111.1,Cc1occc1C(=O)/C(C#N)=C/c1ccc(O)c(Br)c1,-12.2
218.9,-0.3,7.4,-0.6,7.5,-6.5,·,-0.4,-1.1,116.8,C[C@]12C=CC(=O)C=C1CC[C@@H]1[C@@H]2[C@@H](O)C[C@@]2(C)[C@H]1CC[C@]2(O)C(=O)COC(=O)CCC(=O)O,0.4
-4.7,0.0,15.9,0.6,-3.5,3.1,1.2,-15.5,0.4,108.8,O=C(NC1CCCCC1)C1COc2ccccc2O1 (stereo not drawn),15.5
2.4,-0.5,17.0,-3.0,-12.3,7.8,-3.7,10.8,-5.4,96.0,CCOCC(=O)Nc1cc(C(=O)OC)ccc1C(=O)OC,-10.8
121.1,-1.0,-7.3,-1.9,-3.9,-7.8,-1.8,-18.2,28.2,105.7,O=C(O)CCc1nc(-c2cccs2)no1,18.2
4.6,-0.1,19.1,-1.4,4.1,-11.0,2.4,24.1,11.2,116.3,O=c1c2ccccc2nc(COc2ccccc2)n1/N=C/c1ccco1,-24.1
-13.1,-0.4,6.2,4.2,-0.7,2.9,-5.9,2.0,20.9,·,O=C(Nc1ccc(F)cc1F)C1CCN(S(=O)(=O)c2cccnc2)CC1,-2.0
-10.3,-0.6,-2.3,5.7,-13.1,-13.6,-0.2,-34.6,3.3,83.7,O=C(COC(=O)[C@@H]1CC(O)CN1S(=O)(=O)c1ccc([N+](=O)[O-])cc1)NC12CC3CC(CC(C3)C1)C2 (stereo partly drawn),34.6
-0.4,4.0,1.0,-8.5,4.7,-9.1,-2.5,-25.5,7.7,100.7,O=C(O)CN1C2=NCCCN2c2ccccc21,25.5
-11.9,1.1,1.6,-9.2,9.2,-6.1,-0.1,13.9,19.2,110.1,CCOc1ccc(Nc2cc(C)nc3c(C)cccc23)cc1,-13.9
231.0,-0.6,-13.4,-2.8,2.0,-10.3,-2.1,-22.2,12.3,99.2,Cc1cccc2nc(CSc3ncccc3C(=O)O)cn12,22.2
1.2,-0.1,5.9,7.2,-2.0,-16.8,-1.1,-17.4,8.0,96.2,CCOc1ccc(NC(=O)N(c2ccccc2)c2ccccc2)cc1,17.4

# Single records (already shown). Order of values: SUMO Mot1 rescue	CDK5 inh	MITF act	PKA-R2B act	dFosB act	PKA-R1A activ	NSD2 HMT inh	SR-BI HDL uptake	Arrestin-AP2 inh	DSG3 Ab inh	SR-BI uptake up
# O=C(COC(=O)CNC(=O)c1ccc(Cl)cc1)Nc1ccc(Cl)cn1 in the list: 13.3	-0.9	-3.6	-5.3	-1.6	3.5	-1.9	-1.6	-1.6	103.1	1.6
# CCS(=O)(=O)N1Cc2ccccc2CC1C(=O)NCc1cccc(OC)c1 (stereo not drawn) in the list: 38.3	0.9	91.3*	-3.0	-0.4	-4.0	-0.8	-19.6	-20.9	·	19.6
# O=C(Nc1ccc(F)cc1F)C1CCN(S(=O)(=O)c2cccnc2)CC1 in the list: -13.1	-0.4	6.2	4.2	-0.7	2.9	-5.9	2.0	20.9	·	-2.0
